# From PubChem BioAssay
# LYPLA2 counter: counter-screen for PME1 inhibitors: inhibitors of human LYPLA2 | O95372 | recombinant LYPLA2, FP-Rh probe fluorescence polarization | inhibition, % at 5.9 µM | 320,000 tested, 0.38% active | AID 2177;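 active = inhibition above the screen-wide mean plus 3 SD, limit set per campaign, cut at about 26% in these data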;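 also: 0% = LYPLA2 with DMSO and 100% = wells lacking LYPLA2 enzyme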
# Target sequence (O95372 whole entry, looked up): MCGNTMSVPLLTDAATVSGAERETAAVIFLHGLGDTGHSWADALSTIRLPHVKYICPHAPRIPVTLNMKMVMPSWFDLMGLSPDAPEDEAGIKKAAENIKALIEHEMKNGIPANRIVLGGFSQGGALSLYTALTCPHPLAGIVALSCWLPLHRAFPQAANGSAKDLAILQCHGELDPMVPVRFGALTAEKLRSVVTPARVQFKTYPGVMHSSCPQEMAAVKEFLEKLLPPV
# PAFAH1B2 FP inh: inhibitors of human PAFAH1B2. inhibition, % at 3.39 µM. P68402. recombinant PAFAH1B2, FP-rhodamine activity probe, fluorescence polarization. 340,000 tested, 1.2% active;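 active = inhibition above the mean of all tested compounds plus 3 SD, cut at about 24% in these data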;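 also: 0% = enzyme with DMSO and 100% = wells lacking PAFAH1B2; many of its hits are not listed in these tables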
# PREPL inhibitor: inhibitors of human prolyl oligopeptidase-like enzyme PREPL. Q4J6C6. recombinant PREPL, fluorescence polarization activity-based probe. inhibition, % at 5.96 µM. 320,000 tested, 0.68% active; in the data active = inhibition above about 43%;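 also: 0% = enzyme with DMSO and 100% = wells lacking enzyme; many of its hits are not listed in these tables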
# pPAFAH FP inh: pPAFAH (human) enzyme inhibition | recombinant pPAFAH, FP-rhodamine probe fluorescence polarization | inhibition, % at 3.39 µM | 330,000 tested, 1.5% active | AID 463082;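 active = inhibition above the mean inhibition across the screen plus 3 SD, cut at about 25% in these data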;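 also: inhibitors block binding of the rhodamine activity-based probe so polarization drops; 0% = enzyme with DMSO and 100% = wells lacking pPAFAH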
# Target sequence (Q13093 whole entry, looked up): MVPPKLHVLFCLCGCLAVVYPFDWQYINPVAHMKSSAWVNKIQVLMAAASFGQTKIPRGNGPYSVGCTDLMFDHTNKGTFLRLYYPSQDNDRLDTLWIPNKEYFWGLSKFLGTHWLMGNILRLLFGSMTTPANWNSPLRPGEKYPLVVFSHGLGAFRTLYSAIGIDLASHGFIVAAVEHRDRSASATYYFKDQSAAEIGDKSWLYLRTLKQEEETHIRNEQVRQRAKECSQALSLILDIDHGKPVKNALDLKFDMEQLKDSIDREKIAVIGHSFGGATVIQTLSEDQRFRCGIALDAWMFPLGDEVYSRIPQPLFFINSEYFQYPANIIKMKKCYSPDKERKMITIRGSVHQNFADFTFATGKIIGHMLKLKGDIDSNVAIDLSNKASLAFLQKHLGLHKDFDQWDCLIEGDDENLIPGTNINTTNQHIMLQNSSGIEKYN
# PAFAH2 FP inh: PAFAH2 (human) inhibition | Q99487 | recombinant PAFAH2, FP-rhodamine activity probe, fluorescence polarization | inhibition, % at 3.39 µM | 340,000 tested, 0.99% active | AID 492956;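 active = inhibition above the mean over all tested compounds plus 3 SD, cut at about 30% in these data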;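 also: inhibitors block probe labeling of enzyme so polarization drops; 0% = enzyme with DMSO and 100% = wells lacking PAFAH2 protein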
# PAD4 inh: blocks human protein arginine deiminase 4; recombinant PAD4, RCA probe fluorescence polarization; inhibition, % at 6.36 µM; 330,000 tested, 0.41% active; AID 485272;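 active = percent inhibition above a cutoff equal to the mean of all tested compounds plus 3 SD, cut at about 15% in these data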;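 also: 0% = PAD4 with RCA probe and DMSO and 100% = probe without PAD4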
# GSTO1 inh: GSTO1 inhibition, counter-screen for RBBP9 inhibitors; P78417; AID 1974; recombinant GSTO1, activity-based probe fluorescence polarization; inhibition, % at 5.96 µM; 300,000 tested, 1.1% active;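 active = inhibition above the campaign mean inhibition plus 3 SD, cut at about 35% in these data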;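 also: 0% = GSTO1-1 with DMSO and 100% = wells lacking GSTO1-1 enzyme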
# LYPLA1 inh: blocks human lysophospholipase 1, a PME1 counter-screen; 320,000 tested, 0.16% active; O75608; inhibition, % at 5.9 µM; recombinant LYPLA1, FP-Rh probe fluorescence polarization;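 active = inhibition above the mean of all tested compounds plus 3 SD, set per campaign, cut at about 14% in these data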;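 also: inhibitors block serine hydrolase probe labeling of LYPLA1 so polarization falls; 0% = enzyme with DMSO and 100% = wells lacking LYPLA1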
# Target sequence (O75608 whole entry, looked up): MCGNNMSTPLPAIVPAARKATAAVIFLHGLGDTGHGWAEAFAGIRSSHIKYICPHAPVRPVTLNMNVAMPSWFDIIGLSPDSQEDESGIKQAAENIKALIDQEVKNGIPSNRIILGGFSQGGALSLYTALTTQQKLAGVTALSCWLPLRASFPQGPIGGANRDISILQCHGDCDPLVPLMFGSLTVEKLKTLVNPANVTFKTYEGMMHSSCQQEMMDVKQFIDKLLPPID
# PAFAH1B3 inh: blocks human PAF acetylhydrolase 1B catalytic subunit 3; inhibition, % at 3.39 µM; 340,000 tested, 0.28% active; recombinant PAFAH1B3, FP-rhodamine probe, fluorescence polarization; Q15102;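 active = inhibition above the screen-wide average of all tested compounds plus 3 SD, cut at about 25% in these data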;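 also: 0% = enzyme with DMSO only and 100% = wells lacking PAFAH1B3 protein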
# The depositor's hits bear a star; / = no result given. Only part of the results is shown, so the mix of outcomes need not match the whole.
# Every second line gives: LYPLA2 counter	PAFAH1B2 FP inh	PREPL inhibitor	pPAFAH FP inh	PAFAH2 FP inh	PAD4 inh	GSTO1 inh	LYPLA1 inh	PAFAH1B3 inh
> NC(=O)N/N=C/c1cn(-c2ccccc2)nc1-c1cccnc1
 : 1	/	0	-1	/	5	-2	-3	/
> COc1ccc(CCNC(=O)CSC2=NS(=O)(=O)c3ccccc3N2)cc1OC
 : 0	-2	-11	-2	7	3	4	1	3
> COc1ccc(Cn2c(C)ccc2C)cc1
 : 1	-4	6	12	0	-1	1	-2	4
> O=C1Cc2ccccc2C(=O)N1OCc1ccc(Cl)cc1
 : 1	25*	0	5	7	-13	9	-3	8
> COc1ccc(CCNS(=O)(=O)c2ccc3c(c2)NC(=O)C(C)S3)cc1OC (centres undefined)
 : 22	6	16	2	-5	2	10	-1	1
> COc1ccc(OC)c(CNC(=O)CCSCc2ccc(F)cc2Cl)c1
 : 10	3	5	4	1	-3	4	6	7
> CCCCOC(=O)c1cccc(NC(=O)CC)c1
 : 4	8	-7	4	-8	0	1	2	5
> Cc1ccccc1NC(=O)CN1C(=O)NC2(CCCCC2)C1=O
 : 0	-2	-8	1	0	-6	-1	-3	5
> CN(c1ccccc1)S(=O)(=O)c1cccc(C(=O)N2CCN(c3ccccn3)CC2)c1
 : -4	7	12	-2	1	0	1	-1	-1
> O=C1c2ccsc2SCCN1Cc1ccc(Cl)cc1Cl
 : 12	7	13	3	3	-2	7	0	2
> COCCCNC(=O)C1CCN(c2ncccn2)CC1
 : 3	1	-3	-2	2	-4	9	4	4
> C/C(=N\Nc1nc(C)cc(-c2ccccc2)n1)c1ccc(O)cc1
 : 2	3	21	8	-4	-1	0	-1	5
> O=c1[nH]c2cc3c(cc2cc1CN(Cc1cccnc1)C(=S)NCc1ccco1)OCO3
 : 8	1	6	7	3	0	-1	4	-1
> O=C(CSc1ccccc1Cl)N1CCOCC1
 : 2	3	2	0	7	5	5	2	4
> COC(=O)c1ccc(NC(=O)Cn2nc(C)c3ccccc3c2=O)cc1
 : 2	5	-8	3	2	0	2	1	13
> Cc1cc([N+](=O)[O-])ccc1NC(=O)/C=C/c1cccs1
 : 2	3	3	3	-4	-2	0	-3	6
> CCC(=O)OCC(=O)Nc1cc([N+](=O)[O-])ccc1OC
 : 2	0	5	4	-3	-1	4	4	1
> Cc1ncn(C23CC4CC(CC(C4)C2)C3)n1
 : 4	-3	2	3	-6	-2	0	-2	1
> O=C(Nc1ccc(NC(=O)c2cccs2)cc1Cl)c1ccco1
 : -4	3	-4	0	-1	-11	-8	-2	1
> O=C(NCCO)c1ccc2nc(Cc3cccc(Cl)c3)oc2c1
 : 0	6	-6	2	0	-1	2	-3	14
> Cc1ccc2[nH]c3c(c2c1)SC(C)(C)CC3=O
 : -4	9	13	14	-2	3	5	-1	9
> COc1cc(NC(=O)c2ccccc2Cl)c(OC)cc1NC(=O)CN1CCOCC1
 : 1	2	10	-1	7	-2	2	4	-2
> CCOC(=O)CC1C(=O)NCCN1S(=O)(=O)c1ccc(Br)cc1 (centres undefined)
 : 4	7	0	0	-1	1	4	-1	0
> CCCCn1c(C(C)O)nc2ccccc21 (centres undefined)
 : -3	-3	2	0	-7	2	12	-1	-2
> CCN1CCN(CCNC(=O)c2ccc(/C=C3/Sc4ccccc4N(Cc4cccc(C)c4)C3=O)cc2)CC1
 : -13	1	-5	6	-4	-4	-63	-11	-1
> Cn1c(N)c(C(=O)CSc2nc3ccccc3[nH]2)c(=O)n(C)c1=O
 : 3	5	5	-4	8	3	5	-1	2
> O=C(Nc1cccc(Br)c1)c1cc(=O)c2ccccc2o1
 : 2	-2	15	2	4	4	-1	9	-3
> O=C(Cn1cnc2ccccc2c1=O)c1ccc(OC(F)F)cc1
 : 52*	0	1	2	-4	3	6	0	-1
> O=C(CCc1ccccn1)N1CCCC(N2CCN(c3cccc(C(F)(F)F)c3)CC2)C1 (centres undefined)
 : 20	8	15	6	4	0	6	5	10
> COc1ccc(CN2CCC(=O)NC2=O)cc1
 : -6	2	-3	-4	2	0	5	-3	-1
> Cc1csc(=Nc2ccccc2)n1CCCN1CCCC1=O
 : 1	0	15	3	-5	4	6	-2	4
> CCCn1nc(C(=O)Oc2ccc3c(C)cc(=O)oc3c2)c2ccccc2c1=O
 : 3	0	11	1	-5	-5	8	1	10
> CCOC(=O)C1(C(F)(F)F)N=C(C(F)(F)F)Nc2cc(C)c(C)cc21 (centres undefined)
 : -3	2	-1	3	-4	0	3	-1	0
> OC(CC1CC12c1ccccc1-c1ncccc12)(c1ccccc1)c1ccccc1 (centres undefined)
 : -5	-3	-2	-1	6	4	-2	-5	12
> Cc1ccc2nc(SCC(=O)N(CC(C)C)c3c(N)n(CC(C)C)c(=O)[nH]c3=O)[nH]c2c1
 : 6	2	1	2	10	0	3	5	-2
> Cn1c2c(c(=O)n(C)c1=O)C(c1cc3c(cc1Br)OCO3)CC(=O)N2 (centres undefined)
 : -6	2	0	0	5	1	4	-1	6
> CCn1c(CCC(=O)N(C)CC(=O)Nc2cccc(F)c2)nc2cc(S(=O)(=O)N(C)C)ccc21
 : 0	3	-5	6	11	0	-7	-1	12
> CCN(C=NC1=NN(c2cccc(C(F)(F)F)c2)CC1)CC
 : -6	4	15	6	-4	-2	4	3	5
> CCCNc1cc(C)c(C#N)c2nc3ccccc3n12
 : 0	2	-11	-4	5	-1	1	0	4
> COc1ccccc1C(=O)COC(=O)Cc1n[nH]c(=O)c2ccccc12
 : 3	8	1	1	3	3	-1	1	3
> CCCCCC(=O)NC(=S)NNC(=O)CC
 : 5	3	-4	6	8	-3	1	-3	6
> COc1ccc(OC)c(-n2nnnc2SCC(=O)Nc2ccc(C(=O)N3CCCCC3)cc2)c1
 : 7	1	14	1	-4	-2	1	1	3
> O=c1cc(NC2CCCCC2)c2ccccc2o1
 : 10	4	-4	2	2	0	-3	0	12
> Cc1ccc2c(c1)NC(=O)c1cccc([N+](=O)[O-])c1CO2
 : 0	/	-4	2	/	-7	0	-3	/
> CCOC(=O)C1CCN(S(=O)(=O)c2ccc(NC(=O)OC)cc2)CC1
 : 6	0	12	-4	-4	-3	-5	3	1
> O=C(C1=C(O)C(=O)N(c2nc3ccc(Cl)cc3s2)C1c1ccco1)c1ccco1 (centres undefined)
 : -11	7	28	49*	28	-5	/	-9	12
> CCc1cccc2sc(NC(=O)C3CC3)nc12
 : -3	5	0	2	7	-1	0	-3	4
> COc1ccc(C(=O)C2CCN(C(=O)Nc3ccc(C)cc3)CC2)cc1
 : 3	2	-3	6	-2	-3	-1	1	3
> Cc1cccc(C2N(c3ccc(F)cc3)C(=O)C3CCCN32)c1 (centres undefined)
 : -5	-5	2	2	-9	-6	1	3	17
> CCOC(=O)C1C(=O)Nc2nc(C)nn2C1c1ccccc1 (centres undefined)
 : 3	2	-6	-9	6	0	3	0	10
> CCCC(=O)NC(c1ccc(N(C)C)cc1)c1c(O)ccc2ccccc12 (centres undefined)
 : 4	-1	8	14	1	1	7	5	5
> Cc1ccc(NC(=O)CSc2nc(N)cc(N)n2)cc1S(=O)(=O)N1CCOCC1
 : -3	2	-29	2	3	1	8	2	4
> Cc1nc(SCC(=O)N2CCCCCC2)[nH]c(=O)c1C
 : 6	6	-3	3	0	-4	9	2	7
> COc1cccc(C(=O)Nc2cc(C)nn2-c2ccccc2)c1OC
 : 1	5	16	3	-2	1	18	2	4
> CCCCCc1nnc(N)s1
 : 6	3	5	-1	4	-4	0	1	2
> CCOC(=O)C1=C(CNCCc2ccc(Cl)cc2)NC(=O)NC1c1cccc([N+](=O)[O-])c1 (centres undefined)
 : -5	9	34	-2	5	-6	4	0	9
> COC(=O)CNC(=O)COC(=O)/C=C/c1ccc2ccccc2n1
 : 9	5	11	3	3	0	-13	3	6
> CCCCC(c1nnnn1CC1CCCO1)N1CCN(c2cccc(C)c2C)CC1 (centres undefined)
 : 2	1	14	0	-2	1	1	0	8
> Cc1ccc(OCC(=O)Nc2ccc(N3CCN(C(=O)c4ccco4)CC3)cc2)cc1
 : 6	2	52*	9	3	-3	-7	0	1
> C[C@H](CO)N1C[C@H](C)[C@@H](CN(C)Cc2ccc(Cl)c(Cl)c2)Oc2c(NC(=O)C3CC3)cccc2C1=O
 : /	2	25	1	7	-4	/	/	7

# Later entries.
# Every second line gives: LYPLA2 counter	PAFAH1B2 FP inh	PREPL inhibitor	pPAFAH FP inh	PAFAH2 FP inh	PAD4 inh	GSTO1 inh	LYPLA1 inh	PAFAH1B3 inh
> COc1ccc(CC(=O)NC(c2ccccc2)c2ccccc2)cc1S(=O)(=O)N1CCOCC1
 : -1	0	6	2	0	0	-5	-2	1
> CCOCCCNCc1cc(Br)ccc1OCC
 : 0	3	6	-2	5	-6	-2	2	6
> O=C(CSc1nc2ccccc2[nH]1)c1ccccc1F
 : 5	1	3	0	-2	-2	5	2	-3
> O=C(N1CCN(c2ncccn2)CC1)C12CC3CC(CC(C3)C1)C2
 : -1	15	12	-3	20	2	2	3	15
> C=CCNC(=S)NNC(=O)COc1c(Cl)cc(Cl)cc1Cl
 : -1	4	0	2	1	-1	8	-5	6
> CN1CCN(Cc2nc3ccccc3c(=O)n2Cc2nc(-c3ccccc3F)cs2)CC1
 : 3	2	-9	6	0	-3	-4	0	7
> CC(C)NC(=O)C1COc2ccccc2O1 (centres undefined)
 : -7	-1	-2	2	-7	-4	3	-4	9
> COC(=O)c1cnc(SCc2ccc(Cl)cc2)n1C
 : 7	3	1	2	4	0	-3	0	3
> O=C(c1cccc([N+](=O)[O-])c1)N1CCN(C(=O)c2ccco2)CC1
 : 6	10	-1	3	10	4	1	-1	1
> Cc1nn(CC(=O)N(C)C)c(=O)c2ccccc12
 : 9	1	11	0	4	4	4	7	1
> C/C(=N\OCC(=O)OC(C)C(=O)Nc1ccc(C(N)=O)cc1)c1ccc2c(c1)OCO2 (centres undefined)
 : -1	-1	0	-5	-6	-4	-2	0	5
> Cc1c(NC(=O)Nc2ccc(Cl)cc2Cl)c(=O)n(-c2ccccc2)n1C
 : 7	5	11	0	-2	-1	-1	2	4
> COc1ccc(CNC(=O)CCCn2nc(C)n3c(cc4sccc43)c2=O)cc1
 : -7	9	1	-2	7	0	-2	-2	7
> CCOC(=O)C1CCCN(C(=S)NC2CCCC2)C1 (centres undefined)
 : 3	-1	3	9	4	-1	4	2	2
> COc1ccc(N(CC(=O)NCCc2ccccc2)C(=O)CCC(=O)Nc2nccs2)cc1
 : 1	3	-9	7	-4	-1	5	2	1
> CCOc1ccc(CC(=O)N2CCN=C2SCc2ccc([N+](=O)[O-])cc2)cc1
 : 20	1	21	-6	1	2	7	5	7
> CN(Cc1ccon1)Cc1cn[nH]c1-c1ccc(-c2ccccc2)cc1
 : 0	0	11	6	-4	-6	-2	1	-2
> CCc1cc2c(=O)n(Cc3ccco3)c(SCc3c(C)noc3C)nc2s1
 : -3	2	-15	13	-5	-1	-2	-1	0
> CCN(CC)C(=O)/C=C/c1ccccc1
 : 9	7	8	-2	1	-2	/	2	-2
> CCOC(=O)c1c(C)[nH]c(C)c1S(=O)(=O)NC(C)Cc1ccco1 (centres undefined)
 : 0	4	-2	2	3	-5	5	-3	1
> CC(=O)c1cccc(Nc2nc3ccccc3n3cnnc23)c1
 : 0	0	9	4	-1	-5	-4	-2	14
> N#Cc1ccc(S(=O)(=O)N2CCN(C(=O)C3CC(=O)N(c4ccc5c(c4)OCCO5)C3)CC2)cc1 (centres undefined)
 : 1	5	3	0	2	-1	/	0	4
